3CLpro inhibitor = SARS-CoV 3CLpro protease inhibition | P0C6X7 | actives 0.14% (n = 290,000) | AID 1706 | inhibition, % at 6 µM | recombinant SARS-CoV 3CLpro, quenched FRET peptide cleavage; in the data active means inhibition above about 12%
Rv3671c inh = Rv3671c (M. tuberculosis) protease inhibition. AID 2606. P9WHR9. actives 0.048% (n = 320,000). inhibition, % at 5.96 µM; in the data active means inhibition above about 38%;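 further: extracellular domain of Rv3671c used as enzyme; 0% = enzyme with DMSO and 100% = no enzyme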
Anthrax LF inh2 = inhibitors of Bacillus anthracis lethal factor protease | multiplex microsphere protease cleavage assay, LF | inhibition, % at 10 µM | actives 0.12% (n = 360,000) | AID 588501; further: plate controls were buffer without enzyme for full effect and enzyme alone for no effect
Target sequence (P15917 whole entry, looked up): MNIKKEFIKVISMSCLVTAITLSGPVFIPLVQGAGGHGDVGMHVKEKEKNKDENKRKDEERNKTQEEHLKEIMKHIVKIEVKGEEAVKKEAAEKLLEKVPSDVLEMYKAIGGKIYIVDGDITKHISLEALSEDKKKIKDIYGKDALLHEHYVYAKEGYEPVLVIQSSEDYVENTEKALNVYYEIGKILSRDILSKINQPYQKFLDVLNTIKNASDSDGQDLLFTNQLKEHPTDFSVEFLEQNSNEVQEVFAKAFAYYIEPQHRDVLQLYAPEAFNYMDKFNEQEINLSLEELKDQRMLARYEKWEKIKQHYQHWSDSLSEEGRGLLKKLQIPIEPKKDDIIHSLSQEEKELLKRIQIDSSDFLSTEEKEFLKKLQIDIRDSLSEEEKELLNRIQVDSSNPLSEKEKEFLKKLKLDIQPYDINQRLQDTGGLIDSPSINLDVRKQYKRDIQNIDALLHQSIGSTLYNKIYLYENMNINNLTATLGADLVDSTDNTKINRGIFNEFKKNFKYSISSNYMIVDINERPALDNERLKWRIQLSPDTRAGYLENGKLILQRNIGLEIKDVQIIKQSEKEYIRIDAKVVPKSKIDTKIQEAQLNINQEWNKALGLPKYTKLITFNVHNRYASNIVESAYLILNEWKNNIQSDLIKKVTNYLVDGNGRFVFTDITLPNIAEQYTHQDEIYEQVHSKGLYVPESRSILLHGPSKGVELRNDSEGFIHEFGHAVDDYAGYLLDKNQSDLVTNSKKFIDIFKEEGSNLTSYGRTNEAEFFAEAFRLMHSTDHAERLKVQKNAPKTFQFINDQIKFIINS
DUSP3 inh = blocks human VHR1 dual specificity phosphatase. inhibition, % at 13.3 µM. actives 0.52% (n = 290,000). P51452. recombinant VHR phosphatase, pNPP absorbance; in the data active means inhibition above about 50%; further: some compounds called inactive have numbers as strong as hits
PrPC TRFRET = inhibitors of human cell surface prion protein PrPC; actives 0.43% (n = 370,000); inhibition, % at 13.8 µM; TR-FRET read-out; in the data active means inhibition above about 24%; further: 0% = median of the test wells and 100% = reference compound wells
CCHF vOTU inh = CCHFV vOTU protease inhibition; Pep-AMC fluorescence; inhibition, % at 11.5 µM; actives 0.55% (n = 370,000); AID 651958; in the data active means inhibition above about 30%; further: 0% = vehicle wells with enzyme and 100% = no enzyme wells
BoNT-F LC inh = blocks Botulinum neurotoxin F light chain protease; Multiplex microsphere protease cleavage assay, flow cytometry; actives 0.22% (n = 360,000); inhibition, % at 10 µM; in the data active means inhibition above about 35%, passing the limit was not always enough; inconclusive means no clear call, values can overlap the other calls; further: plate controls were buffer without enzyme for full effect and enzyme alone for no effect
SSB-PriA inh = inhibitors of Klebsiella pneumoniae PriA binding to SSB C-terminal tail; AlphaScreen SSBct-PriA binding, biotinylated peptide; inhibition, % at 33 µM; actives 0.6% (n = 430,000); AID 1272365; in the data active means inhibition mostly above about 37%, no sharp cut-off; inactive means mostly below about 20%;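 further: plate controls were negative control peptide for no effect and reference peptide for full effect; strong numbers were not always called active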
BoNT-A LC inh2 = blocks Botulinum neurotoxin A light chain protease; inhibition, % at 10 µM; actives 0.17% (n = 360,000); multiplex microsphere protease substrate cleavage, flow cytometry; further: plate controls were buffer without enzyme for full effect and enzyme alone for no effect
MazEF act = activators of E. coli MazEF toxin-antitoxin RNase | activation, % at 20 µM | FAM/BHQ RNA-DNA oligo cleavage fluorescence, 5 h | P0AE70 | actives 0.32% (n = 350,000); in the data active means activation above about 50%
Target sequence (P0AE70 whole entry, looked up): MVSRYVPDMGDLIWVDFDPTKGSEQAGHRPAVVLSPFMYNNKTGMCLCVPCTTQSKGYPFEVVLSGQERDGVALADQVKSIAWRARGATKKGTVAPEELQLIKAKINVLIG
An asterisk follows results filed as active; ? = inconclusive; . = not tested or not shown. Unless noted, no stated cut-off is given here; in the data, active means inhibition above about 30%; inconclusive means no clear call, values can overlap the other calls; inactive means below that. Not all compounds are listed; the hit share may differ from the screen's.

Compound	3CLpro inhibitor	Rv3671c inh	Anthrax LF inh2	DUSP3 inh	PrPC TRFRET	CCHF vOTU inh	BoNT-F LC inh	SSB-PriA inh	BoNT-A LC inh2	MazEF act
O=C(CSc1nc(O)c(Cc2ccccc2)c(=O)[nH]1)Nc1ccccc1	-10	2	-3	-12	0	14	5	5	?	1
CCOC(=O)c1cccc(NC(=O)N2CCOCC2)c1	4	5	1	11	6	8	-2	-7	0.5	6
Cc1cccc(N2CCN(C(=O)c3ccc(N4CCCC4=O)cc3)CC2C)c1 (configuration not stated)	3	-3	-1	34	-4	7	-2	-5	-0.4	3
COc1ccc(C(CNC(=O)CSc2ccc(Br)cc2)N2CCOCC2)cc1 (configuration not stated)	.	11	-9	.	0	-2	-3	-5	1.5	4
CC1CCCCN1C(=O)CCC(=O)Nc1nnc(C2CCCCC2)s1 (configuration not stated)	0	8	0	61	-2	8	-1	-10	0.7	0
CCN(C[C@H]1N[C@@](Cc2ccccc2)(C(=O)OC)[C@H]2C(=O)N(C)C(=O)[C@@H]12)C(=O)c1ccccc1	.	-4	-2	.	-7	-4	-2	-20	0.0	2
NNC(=O)CNc1ccccc1Cl	8	3	-1	10	4	7	-4	-2	-0.7	5
CC(C)(C)C1CCC(=NNc2nc3ccccc3[nH]2)CC1 (configuration not stated)	1	16	-9	2	-6	9	-18	12	-0.6	8
CCOc1ccc(CN2CCNC(=O)C2CC(=O)OC)cc1 (configuration not stated)	1	-5	8	4	-5	4	6	-4	0.5	4
O=C(NCCCn1ccnc1)/C(=C/c1ccco1)NC(=O)c1ccco1	-2	1	-8	21	-2	-6	?	4	1.7	16
CC(c1ccccc1)n1cc(C(=O)NCC2COc3ccccc3O2)nn1 (configuration not stated)	1	9	0	-4	4	2	4	-7	1.0	5
COc1ccc(OC)c(Cc2cnc3nc(N)nc(N)c3c2C)c1	.	.	1	.	2	1	9	1	-0.4	12
Cc1ccc(NC2=CC(=O)CC(c3ccccc3)C2)cc1 (configuration not stated)	-3	3	-2	5	7	-12	12	-14	0.3	-1
COCCNC(=O)C1CCN(C(=O)C2CC(=O)N(c3ccc(C)cc3)C2)CC1 (configuration not stated)	-4	2	3	50*	0	5	-2	-19	1.1	-10
O=C(NCC1(N2CCOCC2)CCCCC1)c1cccc(S(=O)(=O)Nc2ccc(F)cc2)c1	.	-4	4	.	-1	9	-3	-1	0.7	0
Cc1ccc(-c2nc3ccc(C)cn3c2Cc2cccc(Cl)c2)cc1	.	.	1	.	1	12	4	.	-0.5	.
CCCCNC(=S)N1CCn2cccc2C1c1ccc(F)cc1 (configuration not stated)	-1	9	-5	-3	-7	14	-3	-3	-1.0	0
O=C(Nc1cc(S(=O)(=O)N2CCOCC2)ccc1N1CCOCC1)c1ccccc1Cl	.	4	-3	.	-3	8	3	5	0.4	3
COc1ccc(-c2nc(-c3ccncc3)no2)cc1OC	3	-9	-2	-9	3	-2	1	-11	1.7	6
O=C(COC(=O)CCc1ccc(S(=O)(=O)N2CCOCC2)cc1)NCc1ccccc1Cl	1	14	-12	0	11	10	4	-9	1.2	-4

The list goes on; it opens with the 4 that closed the last part.
Compound	3CLpro inhibitor	Rv3671c inh	Anthrax LF inh2	DUSP3 inh	PrPC TRFRET	CCHF vOTU inh	BoNT-F LC inh	SSB-PriA inh	BoNT-A LC inh2	MazEF act
CCCCNC(=S)N1CCn2cccc2C1c1ccc(F)cc1 (configuration not stated)	-1	9	-5	-3	-7	14	-3	-3	-1.0	0
O=C(Nc1cc(S(=O)(=O)N2CCOCC2)ccc1N1CCOCC1)c1ccccc1Cl	.	4	-3	.	-3	8	3	5	0.4	3
COc1ccc(-c2nc(-c3ccncc3)no2)cc1OC	3	-9	-2	-9	3	-2	1	-11	1.7	6
O=C(COC(=O)CCc1ccc(S(=O)(=O)N2CCOCC2)cc1)NCc1ccccc1Cl	1	14	-12	0	11	10	4	-9	1.2	-4
CCOC(=O)C1(C)Oc2cccnc2NC1=O (configuration not stated)	2	5	-2	9	3	-13	-6	-11	-1.2	-3
O=C(NC1CCCCC1)C(CCc1ccccc1)N1CCOCC1 (configuration not stated)	.	.	1	.	3	-4	5	.	0.0	.
COc1ccc(NC(=O)Cn2nnc(C(=O)Nc3ccc(F)c(Cl)c3)c2N)cc1	3	-36	-1	3	1	7	4	-9	-2.0	-46
COc1cc2c(cc1OC)-c1cc(Nc3cccc(C)c3)nc(=O)n1CC2	-3	-4	4	3	2	3	-5	-3	-2.9	10
COc1ccccc1CNC(=O)Cn1cnc2ccccc2c1=O	-3	1	10	36	7	-9	-21	-7	-0.5	6
CC(=O)c1ccc([N+](=O)[O-])c(CS(=O)(=O)c2ccc(Cl)cc2)c1	-1	-11	-5	-14	3	6	10	-15	-0.9	3
CCN(CC)CCOC(=O)c1ccc(NC(=O)CNC(=O)C2CCCCC2)cc1	-2	-8	-3	5	-2	-3	-2	8	-0.6	-6
CN(C)C(=O)c1ccc(Nc2nc(-c3cccs3)nc3ccccc23)cc1	-6	-14	-3	-29	4	11	-7	-6	-0.4	7
O=C1NC(=O)C(=Cc2ccc(Cl)cc2Cl)S1	.	.	0	.	-5	17	-4	.	-0.3	-20
CCCC(=O)NC(c1ccccc1Cl)c1c(O)ccc2ccccc12 (configuration not stated)	4	10	1	5	2	-7	-2	8	-0.7	9
O=C(OCc1ccc([N+](=O)[O-])cc1)C1CC(=O)N(CCc2ccccc2)C1 (configuration not stated)	.	-4	.	.	-2	-9	.	5	.	5
CC(Oc1cccc(Cl)c1)C(=O)Nc1ccc(S(=O)(=O)N(C)C2CCN(C)CC2)cc1 (configuration not stated)	.	1	.	.	-15	4	.	-6	.	5
COc1ccccc1NC(=O)COC(=O)c1c[nH]c2ccccc12	.	-13	-9	.	1	9	-1	-14	-0.3	1
N#Cc1c(SCC(=O)O)nc(-c2ccccc2)c2c1CCCC2	4	-3	-3	22	12	9	-7	-2	-0.3	-4
CSc1ccccc1C(=O)NCCOc1ccccc1C	1	-1	2	10	4	-6	-3	-3	0.1	4
COc1cccc(C2/C(=C(/O)c3cnn(-c4ccccc4)c3C)C(=O)C(=O)N2CCN(C)C)c1OC (configuration not stated)	-6	-4	4	8	-1	0	-17	.	0.8	-3
Cc1ccccc1CN(CC(=O)Nc1cccc([N+](=O)[O-])c1)S(=O)(=O)c1ccc(Cl)cc1	2	-187	1	25	0	8	-6	2	0.0	9
CCC(=O)CCC(=O)c1ccc2ccccc2c1	3	-7	0	-4	0	-1	-17	-12	-0.7	-13
CNC(=O)CSc1nc2sccc2c(=O)n1-c1ccccc1	2	7	-2	-3	6	1	-1	-4	-1.1	2
CSCC[C@H](NC(=O)Nc1ccc(Oc2ccccc2)cc1)C(=O)O	10	-2	-7	-9	8	12	0	-8	0.2	-9

Compound	3CLpro inhibitor	Rv3671c inh	Anthrax LF inh2	DUSP3 inh	PrPC TRFRET	CCHF vOTU inh	BoNT-F LC inh	SSB-PriA inh	BoNT-A LC inh2	MazEF act
CCCn1c(=O)c2sccc2n2c(CCCC(=O)NCc3cccnc3)nnc12	-3	2	-2	-2	-2	8	4	-5	0.5	-1
O=C(O)c1ccc(COc2ccccc2/C=C2\NC(=O)N(Cc3ccccc3F)C2=O)cc1	2	-14	-6	6	3	16	-9	-6	0.1	8
O=C(COC(=O)CNC(=O)C12CC3CC(CC(C3)C1)C2)NC1CCS(=O)(=O)C1 (configuration not stated)	-2	5	-4	7	-1	15	-14	-1	-3.0	12
Cc1ccc(NC(=S)N2CCN(C3CCCCC3)CC2)cc1	3	-1	-3	3	0	-1	6	-13	0.3	1
NC(=O)C1CCN(CCC(=O)Nc2ccc3c(c2)CCC3)CC1	2	-3	0	9	-1	-9	-1	-14	0.1	-6
CCOc1ccc(NC(=O)NCc2ccccn2)cc1	0	5	-1	32	3	9	11	-17	0.9	6
CC(C)c1nc2sc3c(SCCN(C)C)ncnc3c2c2c1CCC2	.	.	-12	.	-2	-7	?	2	2.7	15
Cc1csc(NC(=O)c2cnccn2)n1	-7	13	?	6	-5	-5	-1	11	?	6
COc1ccc(CC(=O)NC(C)c2nnc(SCC(=O)c3ccc(Br)cc3)n2C)cc1 (configuration not stated)	-1	2	-5	19	-1	7	4	-1	1.1	-26
C[C@@H]1CN([C@@H](C)CO)C(=O)CCCn2nncc2CO[C@@H]1CN(C)S(=O)(=O)c1cccc(C#N)c1	.	.	0	.	-3	-2	-3	.	-0.2	8
O=C(c1cccc(S(=O)(=O)N2CCc3ccccc32)c1)N1CCN(CCO)CC1	.	-2	0	.	-7	-6	-12	-5	-1.4	-1
Cc1cccc(CSc2nc3ccccc3c(=O)n2C)c1	.	-8	-7	.	8	0	-10	-21	-0.7	-6
CCCCn1c(N)c(N(CCC(C)C)C(=O)CCN2C(=O)C3CC=CCC3C2=O)c(=O)[nH]c1=O (configuration not stated)	.	0	-1	.	-1	-3	2	-17	0.5	3
CCOC(=O)C1CCN(c2c(NCCCN(C)C3CCCCC3)c(=O)c2=O)CC1	4	-4	-2	30	4	-9	-8	-4	-0.8	16
Cc1nnc(NC(=O)c2cccc(NC(=O)C(C)C)c2)s1	5	8	0	14	-2	8	3	-9	-0.9	1
CN(C)c1cccc(NC(=O)c2ccco2)c1	8	-7	-7	24	-7	-2	-4	-2	-0.3	8
COc1ccc(C(=O)N/C(=C/c2cccs2)C(=O)NC(C)(C)C)cc1OC	1	1	-2	21	-9	12	-3	-12	0.3	7
COc1cccc(-c2noc(N)c2C#N)c1	7	1	-8	5	2	4	1	-4	-0.3	-9
CCCCCC1(C(=O)OCC)CC(CSC(=N)N)OC1=O (configuration not stated)	4	-9	-5	0	-7	-11	-12	-3	-1.9	2
Cc1noc(NS(=O)(=O)c2ccc(NC(=O)Nc3ccc(Cl)c(Cl)c3)cc2)c1C	16*	-31	1	3	-1	14	-4	-9	-0.4	1

From PubChem
